# RGS4 inhibitor = Inhibitors of Regulator of G Protein Signaling (RGS) 4: qHTS; Regulator of G-protein signaling 4 (Homo sapiens), P49798; Transcreener GDP fluorescence polarization, RGS4-accelerated GTP hydrolysis; Potency, µM (doses to about 114 µM), without a hit: at the top dose activity change, negative = inhibition, most hits filed as inhibitors; actives 0.039% (n = 390,000); also: potency is read from the fitted curve at half-maximal effect; % is scaled to controls: 0 for no effect and ±100 for the full control effect; nearly all actives have a fitted effect of over 75% in size; some results filed as inactive show a strong effect at the top dose
# Target sequence (P49798 whole entry, looked up): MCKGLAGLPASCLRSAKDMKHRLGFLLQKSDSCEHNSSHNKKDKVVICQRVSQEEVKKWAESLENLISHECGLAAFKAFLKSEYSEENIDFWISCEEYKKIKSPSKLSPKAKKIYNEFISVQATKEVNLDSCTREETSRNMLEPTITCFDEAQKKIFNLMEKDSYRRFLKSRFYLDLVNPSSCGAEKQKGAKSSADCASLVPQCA
#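 MLSMR compounds (23 nl, pin-transferred) preincubated 10 min at room temperature with a 500nM (2x) first reagent, then RGS4 at 900nM (2x) plus Transcreener GDP mix added; fluorescence polarization (620/688 nm) read before and after 90 min at 30 °C.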
# GLS inhibitor = qHTS for Inhibitors of Glutaminase (GLS); Glutaminase kidney isoform, mitochondrial (Homo sapiens), O94925; GLS enzymatic activity, qHTS titration; Potency, µM (doses to about 45.5 µM), for the others: at the top dose activity change, negative = inhibition, actives largely listed as inhibitors; actives 0.21% (n = 410,000); also: potency is read from the fitted curve at half-maximal effect; % is scaled to controls: 0 for no effect and ±100 for the full control effect
#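 hKGA; 45 mM KH2PO4 pH 8.2 + 0.02% Tween-20; cpd via pin tool; 1 mM Gln soln; GluOx/HRP/Amplex Red; RT 30 min; fluor. t0 & final.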
# HP1b binding inh = HTS for Inhibitors of HP1-beta Chromodomain Interactions with Methylated Histone Tails. Chromobox protein homolog 1 (Homo sapiens), P83916. AlphaScreen HP1-beta / biotin-H3K9me3 peptide binding. Potency, µM (top dose mostly 114 µM), inactives show at the highest dose activity change, negative = inhibition, actives largely listed as inhibitors. actives 0.56% (n = 390,000). AID 540317, 2011; also: potency is read from the fitted curve at half-maximal effect; nearly all actives have a fitted effect of over 70% in size; inactives centre near 23
# Target sequence (P83916 whole entry, looked up): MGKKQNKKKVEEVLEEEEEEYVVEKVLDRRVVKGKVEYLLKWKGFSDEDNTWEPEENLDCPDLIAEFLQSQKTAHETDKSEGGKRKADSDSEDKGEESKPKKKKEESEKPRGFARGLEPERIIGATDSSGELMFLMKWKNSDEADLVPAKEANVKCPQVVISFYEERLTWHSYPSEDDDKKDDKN
#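 HP1-beta protein (50 nM final) preincubated 30 min at room temperature with biotinylated H3(1-18)K9me3 peptide (50 nM) in PBS pH 7.4, 0.01% Tween-20, then compound added for 30 min. AlphaScreen streptavidin donor/nickel chelate acceptor beads (10 ug/mL final), 30 min dark, luminescence read.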
# BAZ2B inh = qHTS Assay for Inhibitors of BAZ2B. Bromodomain adjacent to zinc finger domain protein 2B (Homo sapiens), Q9UIF8. AlphaScreen BAZ2B-H3K14Ac peptide displacement. Potency, µM (highest dose often 114 µM), for the others: at the top dose activity change, negative = inhibition, most hits filed as inhibitors. actives 4.4% (n = 360,000). AID 504333, 2011; also: potency is read from the fitted curve at half-maximal effect; % is scaled to controls: 0 for no effect and ±100 for the full control effect; nearly all actives have a fitted effect of over 60% in size
#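 Complex of BAZ2B and biotin-H3K14Ac (50 nM apiece) forms over 30 min at RT, then faces library compounds up to 110 uM for another 30 min; AlphaScreen beads added, 20 min dark incubation, luminescence read.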
# G9a block = qHTS Assay for Inhibitors of Histone Lysine Methyltransferase G9a; G9a H3K9 monomethylation, AlphaScreen, 2 h; Potency, µM (highest dose often 102 µM), without a hit: at the top dose activity, negative = inhibition, actives largely listed as inhibitors; actives 8.8% (n = 350,000); also: potency is read from the fitted curve at half-maximal effect; % is scaled to controls: 0 for no effect and ±100 for the full control effect; nearly all actives have a fitted effect of over 75% in size
#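 Quantitative HTS format: methyltransferase activity on a biotin-tagged H3K9 peptide is measured by AlphaScreen, using a rabbit anti-monomethyl-H3K9 antibody with streptavidin donor and anti-IgG acceptor beads. Final levels are 20 nM enzyme, 500 nM peptide, 20 uM SAM; 2 h RT.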
# PI4K2A block = qHTS for small molecular inhibitors of PI4K2A; Phosphatidylinositol 4-kinase type 2-alpha (Homo sapiens), Q9BTU6; purified PI4K2A, ADP-Glo luminescence, 1 h; active compounds read low; activity change, negative = inhibition, % at 76.9 µM; actives 0.13% (n = 420,000); AID 1346378, 2018; in the data active = activity change below about -50%; inconclusive = mostly about -30% to -49%;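 also: -100% = wells without enzyme as full effect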
#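 Compounds are screened against recombinant PI4K2A using PI as substrate and ATP, the latter dispensed at 300 microM. Reactions run one hour at ambient temperature before ADP-Glo detection; full inhibition defined by wells lacking enzyme.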
# ERG-DNA inh = qHTS for Small Molecule Inhibitors of the ERG Ets/DNA interaction; actives 0.028% (n = 370,000); fluorescence polarization, His-ERG Ets domain / labelled DNA; Transcriptional regulator ERG (Homo sapiens), P11308; AID 624246, 2012; Potency, µM (series often up to 76.9 µM), for the others: at the highest dose FP activity, negative = inhibition, usual class: inhibitors; active = well fitted inhibition curve with a large enough effect in the polarisation, with a control signal flat; inconclusive = small, poorly fitted or top-dose-only effect, or effect the other way, or a change in a side signal; inactive = no such curve, though single readings can be large or run the other way; the % refers to the polarisation;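 also: polarization taken with two DNA probes labelled with fluorescein and Texas red; potency is read from the fitted curve at half-maximal effect; % of control where 0% means no effect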
#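 His-tagged ERG Ets domain (1 uM in the protein solution; 300mM KCl, 50mM Tris-HCl, 1mM EDTA, 1mM DTT, pH 7.5) received compound, then a probe mix of 5 nM fluorescein-DNA and 100nM Texas-615-DNA. Fluorescence polarization was read for both dyes.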
# JMJD2A Tudor = qHTS Assay for Inhibitors of JMJD2A-Tudor Domain | AlphaScreen JMJD2A-Tudor / H3K4me3 peptide binding | Lysine-specific demethylase 4A (Homo sapiens), O75164 | actives 4.4% (n = 390,000) | Potency, µM (highest dose often 114 µM), for the others: at the highest dose activity change, negative = inhibition, usual class: inhibitors | AID 504339, 2011; also: potency is read from the fitted curve at half-maximal effect; % is scaled to controls: 0 for no effect and ±100 for the full control effect; nearly all actives have a fitted effect of over 50% in size
# 12-LOX inh = Primary qHTS assay for inhibitors of human arachidonate 12S-lipoxygenase (ALOX12): Round 2; purified 12hLO, xylenol orange hydroperoxide absorbance; Potency, µM (series often up to 108 µM), for the others: at the highest dose activity change, negative = inhibition, most hits filed as inhibitors; actives 1.1% (n = 580,000); also: potency is read from the fitted curve at half-maximal effect; % is scaled to controls: 0 for no effect and ±100 for the full control effect
# Target sequence (P18054 whole entry, looked up): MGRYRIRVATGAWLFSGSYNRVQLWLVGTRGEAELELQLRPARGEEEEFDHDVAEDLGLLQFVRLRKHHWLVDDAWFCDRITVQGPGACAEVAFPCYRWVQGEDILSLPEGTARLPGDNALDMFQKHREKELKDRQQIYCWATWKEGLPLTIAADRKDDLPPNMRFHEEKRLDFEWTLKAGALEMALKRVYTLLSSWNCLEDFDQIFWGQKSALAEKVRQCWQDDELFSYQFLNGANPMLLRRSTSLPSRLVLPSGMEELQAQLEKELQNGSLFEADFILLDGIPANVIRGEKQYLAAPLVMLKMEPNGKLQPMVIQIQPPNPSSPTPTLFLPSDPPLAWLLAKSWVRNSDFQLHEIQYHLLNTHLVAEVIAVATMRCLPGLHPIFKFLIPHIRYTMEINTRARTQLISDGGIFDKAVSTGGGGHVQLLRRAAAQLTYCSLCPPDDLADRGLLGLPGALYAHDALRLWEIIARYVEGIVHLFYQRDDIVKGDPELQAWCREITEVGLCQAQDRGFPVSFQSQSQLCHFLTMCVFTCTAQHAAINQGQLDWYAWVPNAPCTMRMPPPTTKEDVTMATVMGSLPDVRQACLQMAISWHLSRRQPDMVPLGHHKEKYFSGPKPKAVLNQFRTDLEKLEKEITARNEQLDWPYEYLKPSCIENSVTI
#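 Purified human 12hLO at 150 nM in 25 mM Hepes, 0.01% Triton X-100, pH 7.0, preincubated 15 min at room temperature with compound. Reaction started with 40 uM arachidonic acid, 30 min at room temperature. Hydroperoxide measured by Fe-xylenol orange, 573/405 nm absorbance ratio.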
# Active calls of the source: *; i = inactive; ? = inconclusive; . = no result given; & = joins results of further samples; [ ] = remark or other dose. Unless noted, calls follow the shape of the dose curve; as a rule, active = well fitted curve in the direction sought with a large enough effect; inconclusive = small, poorly fitted or top-dose-only effect, or another doubt; inactive = no such curve, though single readings can be large; an effect the other way counts as inactive or inconclusive. An excerpt. The share of hits here may be higher or lower than overall.
RGS4 inhibitor,GLS inhibitor,HP1b binding inh,BAZ2B inh,G9a block,PI4K2A block,ERG-DNA inh,JMJD2A Tudor,12-LOX inh,SMILES
-21%,0%,9%,1%,15%[59 µM],-3,5%,?,?,Cc1ccc(C2/C(=C(/O)c3ccc(Br)cc3)C(=O)C(=O)N2Cc2ccco2)o1 (stereo unspecified)
18%,6%,-1%,.,.,4,-3%,-1%,-26%,COC(=O)C1OC1c1cc([N+](=O)[O-])ccc1OC (stereo unspecified)
-1%,-1%,25%,.,2%[59 µM],-18,1%,13%,145%[activator],Cc1cccc2cc3c(NC(=O)CC(C)C)nn(C)c3nc12
16%,0%,62%[activator],9%,-33%,2,9%,11%,-14%,O=C(Nc1ccc(/C=C/c2nc3ccccc3o2)cc1)c1c(F)cccc1F
-3%[11.4 µM],1%,53%[activator],-17%,?,0,-3%,-15%,-12%,CCc1ccccc1NC(=O)Nc1ccc2c(c1)OCO2
?,-9%,-17%,-16%,-34%,2,-1%,-17%,-7%,COCCNC(=O)c1ccccc1N(Cc1ccccc1)S(=O)(=O)c1ccc(C)cc1
-17%,-1%,8%,-5%,3%[59 µM],2,7%,-31%,.,C#Cc1ccc([C@H]2C=C(C(=O)Nc3ccccc3)O[C@@H](OCc3ccc(CO)cc3)C2)cc1
13%,10%,68%[activator],11%,-2%[59 µM],-5,1%,4%,3%,COc1ccc(C)cc1NC(=O)CSc1nc2ccccc2nc1N1CCOCC1
14%,17%,52%[activator],-11%,11%[2.33 µM],-4,4%,-9%[57.1 µM],9%,CCn1c(SCC(=O)Nc2nccs2)nnc1-c1ccc(S(=O)(=O)N2CCCCC2)cc1
11%,10%,23%,-2%,11%[12.7 µM],-7,-12%,-7%,498%[activator],COC(=O)c1cc(C)sc1NC(=O)c1ccco1
-32%,-1%,-1%,50µM*,40µM*,-4,-13%,-28%,?,CC(=C\c1ccco1)/C=C1/SC(=S)N(CC(=O)O)C1=O
-35%,19%,?,-29%,50µM*,-10,-1%,-32%,?,O=C(/C=C/c1ccco1)Nc1scc(-c2ccccc2)c1C(=O)O
18%,-4%,39%,11%,0%[59 µM],-5,-5%,-9%,7%,COCCn1c(=NC(=O)CN2C(=O)CCC2=O)sc2cc(S(N)(=O)=O)ccc21
-13%,-22%,-4%,?,-11%[0.0925 µM],-2,.,89µM*,-26%,CCN(CC#CCC1(O)c2ccccc2-c2ccccc21)CCO
-7%,3%,19%,2%,-4%,1,2%,-9%,-18%,O=C(CSc1ncn[nH]1)Nc1ncc(C(F)(F)F)cc1Cl
-2%,0%,50%[activator],1%,8%,2,5%,8%,i,O=C(NCCC1=CCCCC1)C1CC(=O)N(Cc2ccccc2)C1 (stereo unspecified)
-8%,-2%,55%[activator],-18%,?,-4,9%,-26%,0%,O=C(NC(=S)Nc1ccc(CN2CCCCC2)cc1)c1cc2ccccc2o1
-30%,-4%,-15%,10%,?,1,.,-10%,-14%,CC(=O)c1cccc(NC(=O)Cc2ccc3c(c2)CCCC3)c1
-11%,3%,14%,6%,1%[59 µM],2,0%,-16%,-29%,COC(=O)c1ccc(NC(=O)CSc2nc(C)cc(C)c2C(=O)Nc2ccccc2)cc1
-44%,11%,?,?,4µM*,-2,.,4.5µM*,?,Cc1[nH]c2ccc(-c3n[nH]c(=S)n3C)cc2c1C
25%,18%,3%,-7%,-40%[59 µM],-4,-5%,-17%,?,Cc1ccc(NC(=O)c2c(C)oc3ccc(O)c(CN4CCCCC4)c23)c(C)c1
-18%,-4%,25%,.,.,1,-4%,-15%,2%,CC(Nc1nc(-c2ccc(F)cc2)cs1)c1nc2cc(C(F)(F)F)ccc2n1CCOCCO (stereo unspecified)
26%,0%,27%,5%,6%[59 µM],3,-15%,-7%,0%,COc1ccc(CC(=O)NC(C)c2nnc(SCC(=O)Nc3nc(C)cs3)n2C)cc1 (stereo unspecified)
-17%,-6%,20%,-1%,8%[12.7 µM],-6,-1%,-15%,-1%,CCn1c(SCC(=O)N2CCCc3ccccc32)nnc1-c1c[nH]c2ccccc12
-24%,-13%,20%,13%,2%[0.501 µM],0,-3%,0%,4%,CCCc1nnc(SCC(=O)Nc2ccc(NC(C)=O)cc2)n1-n1cccc1

# 2 of the compounds above, with values under each structure:
# Each structure is followed by: RGS4 inhibitor, GLS inhibitor, HP1b binding inh, BAZ2B inh, G9a block, PI4K2A block, ERG-DNA inh, JMJD2A Tudor, 12-LOX inh
COC(=O)C1OC1c1cc([N+](=O)[O-])ccc1OC (stereo unspecified)
→ 18%, 6%, -1%, ., ., 4, -3%, -1%, -26%
COc1ccc(C)cc1NC(=O)CSc1nc2ccccc2nc1N1CCOCC1
→ 13%, 10%, 68%[activator], 11%, -2%[59 µM], -5, 1%, 4%, 3%

# (more compounds)
RGS4 inhibitor,GLS inhibitor,HP1b binding inh,BAZ2B inh,G9a block,PI4K2A block,ERG-DNA inh,JMJD2A Tudor,12-LOX inh,SMILES
25%[56.9 µM],.,.,.,-9%&16%[59 µM],-1,.,.,2%,Nc1nc(SCc2ccc([N+](=O)[O-])cc2)c2ncn([C@@H]3O[C@H](CO)[C@@H](O)[C@H]3O)c2n1
-1%,13%,40%[activator],-38%,3%,1,0%,-21%,0%,CCOc1ccc2[nH]c3c(NCCCOC)ncnc3c2c1
17%,8%,40µM*,50µM*,.,2,-3%,20µM*,-21%,c1ccc(-c2ccccc2OCCCCn2ccnc2)cc1
8%,15%,?,40µM*,?,10,-14%,2.8µM*,?,CCOc1cccc(OCCCNCCCOC)c1
7%,-2%,31%,.,.,-4,19%,-1%,1%,C[C@@H]1COC(=O)CCC/C=C\C[C@@H](CC(=O)N(CCO)Cc2ccccc2)C(=O)N1
-11%,15%,?,71µM*,1%,-4,-1%,4.5µM*,-31%,COc1ccc(Cl)cc1NC(=O)CNCc1cccs1
-33%,-12%,31%,-36%,?,-5,-4%,1%,-23%,O=C(CNC1CCCCC1)Nc1ccc(S(=O)(=O)N2CCCCC2)cc1
2%,0%,24%,5%,10%[59 µM],0,0%,-4%,0%,CCN(CC)CCNC(=O)C1CCN(C(=O)c2cnn(-c3ccccc3)c2-n2cccc2)CC1
12%,-7%,46%[activator],.,.,-1,1%,-3%,22µM*,Cc1ccc(S(=O)C(c2ccccc2)c2ccccc2)cc1 (stereo unspecified)
-27%,13%,161%[activator],51%[activator],96%[activator],-3,4%,75%[activator],-9%,O=C(CSc1nc(-c2ccccc2Cl)ns1)c1ccc(Cl)cc1
-13%,15%,18%,-33%,-12%[59 µM],7,-1%,-17%,27%,CCn1c(=O)c(C(=O)Nc2ccccc2S(N)(=O)=O)c(O)c2ccccc21
-5%,0%,18%,-5%,-10%,-1,-1%,-12%,-8%,O=C(Nc1ccc(S(=O)(=O)N2CCCCC2)cc1)C1CC(=O)N(c2ccccc2)C1 (stereo unspecified)
-5%,5%,4%,-5%,-20%,1,-1%,-14%,3%,CC(=O)Nc1ccc(NC(=O)C(C)OC(=O)C(C)SCC(=O)Nc2ccc(F)cc2)cc1 (stereo unspecified)
8%,5%,-9%,1%,.,2,1%,-25%,-9%,CCOc1ccc(CN2CCN(Cc3cccc4c3OCO4)CC2CCO)cc1 (stereo unspecified)

# Quoted from the listing.
# For JMJD2A Tudor, O=C(CNC1CCCCC1)Nc1ccc(S(=O)(=O)N2CCCCC2)cc1 is listed with 1%
# For G9a block, Nc1nc(SCc2ccc([N+](=O)[O-])cc2)c2ncn([C@@H]3O[C@H](CO)[C@@H](O)[C@H]3O)c2n1 is listed with -9%&16%[59 µM]
# For BAZ2B inh, CC(=O)Nc1ccc(NC(=O)C(C)OC(=O)C(C)SCC(=O)Nc2ccc(F)cc2)cc1 (stereo unspecified) is listed with -5%
# For ERG-DNA inh, CCOc1cccc(OCCCNCCCOC)c1 is listed with -14%

# Sorted by length of the SMILES (low to high): some entries from above.
RGS4 inhibitor,GLS inhibitor,HP1b binding inh,BAZ2B inh,G9a block,PI4K2A block,ERG-DNA inh,JMJD2A Tudor,12-LOX inh,SMILES
12%,-7%,46%[activator],.,.,-1,1%,-3%,22µM*,Cc1ccc(S(=O)C(c2ccccc2)c2ccccc2)cc1 (stereo unspecified)
-27%,13%,161%[activator],51%[activator],96%[activator],-3,4%,75%[activator],-9%,O=C(CSc1nc(-c2ccccc2Cl)ns1)c1ccc(Cl)cc1
14%,17%,52%[activator],-11%,11%[2.33 µM],-4,4%,-9%[57.1 µM],9%,CCn1c(SCC(=O)Nc2nccs2)nnc1-c1ccc(S(=O)(=O)N2CCCCC2)cc1

# Compound activity (PubChem BioAssay)
